Assay outcomes deposited in PubChem BioAssay by several laboratories.
TNF necrop inh – inhibitors of TNF-alpha induced necroptosis in Jurkat FADD-/- cells | AID 463075 | activation (protection from cell death), % at 10 µM | 220,000 tested, 0.068% active | Jurkat FADD-/- TNF necroptosis rescue, ATP luminescence, 24 h; 0 = TNF only, 100 = no-TNF cells;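 active = activation, meaning protection from cell death, of at least 50% relative to plate controls; inactive = activation below 50%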;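 also: necroptosis triggered by 40 ng/mL TNF-alpha added together with compound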
KLK5 inh – blocks human kallikrein 5 protease activity; Q9Y337; recombinant hK5, fluorogenic AMC substrate cleavage; inhibition, % at 5 µM; 210,000 tested, 0.59% active; AID 873;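 active = inhibition of 40% or more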;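 also: 0% = enzyme controls without compound and 100% = no-enzyme blanks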
Target sequence (Q9Y337 67-293 limits assumed): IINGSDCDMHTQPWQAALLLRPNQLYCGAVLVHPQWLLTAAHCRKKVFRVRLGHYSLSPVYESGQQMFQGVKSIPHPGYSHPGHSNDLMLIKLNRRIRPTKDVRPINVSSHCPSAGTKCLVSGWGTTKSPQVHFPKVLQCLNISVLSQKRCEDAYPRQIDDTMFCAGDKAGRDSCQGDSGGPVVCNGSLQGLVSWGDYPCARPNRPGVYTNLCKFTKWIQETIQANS
FXIIa inh 1536 – inhibitors of human coagulation factor XIIa; purified FXIIa, Boc-QGR-AMC fluorogenic substrate, 2 h; inhibition, % at 5 µM; 220,000 tested, 0.3% active; AID 800; in the data active = inhibition above about 40%;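 also: 0% = enzyme with no compound and 100% = blank without enzyme; many of its hits are not listed in these tables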
KCC2 mod – KCC2 (human) Cl- transport modulation; Q9H2X9; KCC2 cells, thallium flux FluoZin-2 fluorescence; B-score of Tl+ flux slope (higher = more flux/activation; lower = inhibition) at 10 µM; 190,000 tested, 2.2% active;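 active = thallium flux slope and its plate-corrected score both differing from the plate sample mean at a set confidence after two filtering rounds, in either direction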;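 also: slope of fluorescence scaled to starting intensity during 10 to 20 s after thallium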
Hck-Nef inh – blocks Nef-activated human Hck kinase; P08631; AID 463187; 220,000 tested, 0.68% active; inhibition, % at 20 µM; Recombinant Hck-YEEI plus Nef, Z-Lyte FRET kinase assay;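 active = Hck-Nef kinase inhibition above about 50%, limit read from the data; inactive = inhibition below that limit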;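 also: 0% = DMSO with Hck plus Nef and 100% = Hck alone without Nef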
Target sequence (P08631 whole entry, looked up): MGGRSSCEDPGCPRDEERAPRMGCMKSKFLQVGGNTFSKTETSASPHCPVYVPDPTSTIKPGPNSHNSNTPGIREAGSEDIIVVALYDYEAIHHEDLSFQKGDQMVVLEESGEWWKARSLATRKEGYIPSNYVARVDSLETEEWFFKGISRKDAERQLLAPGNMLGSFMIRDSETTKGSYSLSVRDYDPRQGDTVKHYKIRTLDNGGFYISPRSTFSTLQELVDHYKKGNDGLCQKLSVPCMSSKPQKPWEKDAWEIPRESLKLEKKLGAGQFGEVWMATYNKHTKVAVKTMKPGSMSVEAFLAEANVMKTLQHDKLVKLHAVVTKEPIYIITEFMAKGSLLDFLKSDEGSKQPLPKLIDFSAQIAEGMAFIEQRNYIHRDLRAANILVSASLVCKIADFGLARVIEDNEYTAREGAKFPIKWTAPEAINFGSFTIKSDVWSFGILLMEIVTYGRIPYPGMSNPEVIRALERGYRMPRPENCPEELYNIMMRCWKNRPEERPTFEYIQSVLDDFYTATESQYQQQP
thrombin 1536 – thrombin (human) inhibition; alpha-thrombin, Boc-VPR-AMC fluorogenic substrate cleavage; inhibition, % at 5 µM; 220,000 tested, 0.26% active; AID 1046;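 active = inhibition at or above 40%; inactive = inhibition below 40%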;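 also: 0% = enzyme with no compound and 100% = wells without enzyme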
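Assay system: human alpha-thrombin enzyme. Reagent: Boc-VPR-AMC substrate, 15 µM final. Compound dosing: one concentration per compound, 5 µM, with 0.2% DMSO. Incubation: room-temperature reaction. Technique: AMC fluorescence, 355/460 nm. Measure: % inhibition relative to enzyme controls and enzyme-free blanks.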
zVAD death inh – L929 zVAD cell death inhibition | AID 1377 | L929 zVAD necroptosis rescue, ATP luminescence, 24 h; with zVAD 60 µM | 220,000 tested, 0.38% active | viability rescue, % at 10 µM;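 active = activation, scaled between plate controls, above about 75%, limit read from the data; inactive = activation under that limit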;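 also: 0% = zVAD with DMSO and 100% = DMSO alone without zVAD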
FXIa inh – blocks human coagulation factor XIa protease activity; AID 798; P03951; 220,000 tested, 0.14% active; purified FXIa, Boc-Glu-Ala-Arg-AMC fluorogenic substrate; inhibition, % at 5 µM;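 active = inhibition of at least 40%; inactive = inhibition below 40%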;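 also: fluorescence of freed AMC excited at 355 nm; 0% = enzyme without compound and 100% = no enzyme blank; many of its hits are not listed in these tables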
Rad51 HR inh – Rad51 (human) homologous recombination inhibition. 200,000 tested, 0.085% active. inhibition, % at 10 µM. hRad51 DNA strand exchange, fluorescence dequenching. AID 1385;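 active = inhibition above 40% at the single screening dose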;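 also: 0% = DMSO control wells and 100% = blanks with heterologous ssDNA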
Target sequence (Q06609 whole entry, looked up): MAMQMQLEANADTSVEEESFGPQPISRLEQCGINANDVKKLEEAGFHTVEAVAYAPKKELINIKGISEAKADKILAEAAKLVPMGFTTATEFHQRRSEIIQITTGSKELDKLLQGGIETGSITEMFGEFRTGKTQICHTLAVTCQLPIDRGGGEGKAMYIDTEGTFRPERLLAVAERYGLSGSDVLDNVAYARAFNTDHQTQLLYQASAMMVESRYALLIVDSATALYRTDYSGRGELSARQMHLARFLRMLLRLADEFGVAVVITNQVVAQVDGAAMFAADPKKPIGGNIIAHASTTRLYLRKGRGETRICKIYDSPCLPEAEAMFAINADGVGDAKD
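Material: human Rad51–ssDNA filaments; Probe or stimulus: labelled 47-mer dsDNA for strand exchange; Doses: single 10 µM dose; Incubation: 37 °C 15-min filament assembly, 30-min compound preincubation, 15-min exchange; Technique: FRET fluorescence dequenching, excitation 485 nm, emission 520 nm; Measure: Fluorescence-based percent inhibition, control- and blank-normalised; Benchmarks: plate control and blank wells.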
Numbers without * were called inactive; · = no result given; & = joins results of further samples. These rows are one share of the data. The share of hits here may be higher or lower than overall.

Start of the data: the first 2 compounds as a preview:
SMILES | TNF necrop inh | KLK5 inh | FXIIa inh 1536 | KCC2 mod | Hck-Nef inh | thrombin 1536 | zVAD death inh | FXIa inh | Rad51 HR inh
Cc1nc2ccccc2cc1C(=O)N/N=C/c1ccc([N+](=O)[O-])cc1 | -2.7 | 7.2 | 17.3 | -1.83 | 3.0 | 12.7 | -0.1 | 13.4 | ·
Cc1nc(N)sc1Cc1ccc2c(c1)OCO2 | -3.9 | 12.8 | -4.9 | · | 0.9 | -4.2 | 0.4 | -6.9 | 4.1

This part in full, from the first entry:
SMILES | TNF necrop inh | KLK5 inh | FXIIa inh 1536 | KCC2 mod | Hck-Nef inh | thrombin 1536 | zVAD death inh | FXIa inh | Rad51 HR inh
Cc1nc2ccccc2cc1C(=O)N/N=C/c1ccc([N+](=O)[O-])cc1 | -2.7 | 7.2 | 17.3 | -1.83 | 3.0 | 12.7 | -0.1 | 13.4 | ·
Cc1nc(N)sc1Cc1ccc2c(c1)OCO2 | -3.9 | 12.8 | -4.9 | · | 0.9 | -4.2 | 0.4 | -6.9 | 4.1
O=C(CN1C(=O)C2(OCCO2)c2ccccc21)c1ccc(Br)cc1 | -0.8 | -1.1 | 12.2 | · | 0.9 | 0.9 | -0.2 | -1.9 | 6.3
C/C(Cn1nnc([N+](=O)[O-])n1)=N\NC(=O)c1ccccc1Cl | -1.7 | -16.3 | 10.9 | 1.57 | 4.3 | 2.5 | 0.7 | 10.5 | 10.0
CCOP(=O)(OCC)c1nc(-c2cccc3ccccc23)oc1NCCc1ccc(OC)cc1 | 1.9 | -84.8 | -17.0 | -0.101 | 21.7 | -23.1 | 1.3 | -4.4 | 7.8
O=C(CNCCC1=CCCCC1)Nc1ccc(N2CCCCCC2)cc1 | -10.4 | 2.0 | 19.7 | 0.481 | -4.8 | 0.0 | 0.4 | 9.6 | 2.0
CCC(C)c1ccc(NC(=O)C2CC2)cc1 (stereo not drawn) | -1.2 | -20.5 | 8.4 | · | 0.5 | -4.2 | 0.3 | -5.9 | -4.9
O=C(NCc1ccc2c(c1)OCO2)c1nnc(Cc2ccc(F)cc2)o1 | 0.8 | -1.7 | 3.6 | 0 | -1.0 | 3.0 | · | -0.4 | ·
COc1ccc(C(=O)Nc2ncc3c(n2)CC(C)CC3=O)cc1 (stereo not drawn) | -1.6 | -14.9 | 3.2 | -0.427 | -2.9 | 1.6 | 1.0 | 5.1 | -5.2
CCCS(=O)(=O)c1c(S(=O)(=O)CCC)c2c(N)cccn2c1C(=O)c1ccc(Br)cc1 | -4.8 | -7.9 | 7.8 | -0.134 | 5.7 | -1.6 | -0.8 | -3.5 | -8.1
Cc1ccc(C(=O)NN(CCC#N)C2=NS(=O)(=O)c3ccccc32)cc1 | 1.4 | -1.3 | 6.7 | -0.244 | 19.4 | -11.1 | 2.2 | 3.4 | 7.0
CCC(=O)NC(=S)Nc1cccc(Cl)c1N1CCCCC1 | -6.4 | -6.5 | 20.4 | · | -0.9 | 0.8 | 0.5 | 3.9 | -3.1
Cc1cccc(N(CC(=O)NCc2ccco2)C(=O)CCC(=O)Nc2nccs2)c1 | -0.3 | 2.1 | 4.2 | -0.148 | 15.7 | -7.5 | 1.0 | -1.6 | 13.7
Cc1cc(C)c(S(N)(=O)=O)c(C)c1N(C)S(=O)(=O)c1ccccc1 | -0.2 | -15.7 | -5.9 | -0.139 | 7.1 | -1.4 | 0.8 | -5.2 | -6.0
COc1ccc(CCN=C(N)NS(=O)(=O)c2ccc(C)cc2)cc1 | -0.7 | -6.3 | 17.8 | -0.0382 | 1.5 | -15.4 | 2.4 | 19.5 | -2.0
CCNc1nc(Oc2ccc(F)cc2)cc(C(F)(F)F)n1 | -1.3 | -17.4 | -1.9 | 0.0571 | -20.4 | 3.5 | 0.4 | -2.6 | 7.6
COc1cc2c(cc1OC)CN(CC(=O)Nc1ccc(Cl)c(S(=O)(=O)N(C)C)c1)CC2 | 1.9 | 1.8 | 11.2 | 0.42 | 27.2 | -3.9 | -0.5 | -3.2 | 13.4
COc1ccc(S(=O)(=O)NCc2ccc(C(=O)N3CCc4ccccc4C3)cc2)cc1 | 1.8 | -17.0 | -0.7 | -1.96 | -1.2 | -12.0 | 0.3 | -8.2 | -4.1
CCOC(=O)c1ccc(NC(=S)N2CCN(Cc3ccccc3)CC2)cc1 | 1.2 | 0.9 | 9.9 | -1.37 | 2.8 | 0.7 | 1.2 | 3.5 | ·
O=C1c2ccccc2C(=O)N1CCCCSc1nnc2ccccn12 | -0.7 | -20.6 | 14.3 | 0.107 | 2.5 | -0.7 | 0.5 | -2.4 | 5.7
Cc1cc2nc3c(c(=O)n2[nH]1)CCCC3 | -1.9 | -4.5 | 7.3 | 0.786 | 3.7 | -6.3 | -0.2 | -0.6 | -8.8
OCCCCNc1cccc2ccccc12 | -1.2 | -8.2 | 3.7 | · | 0.1 | -4.5 | 0.4 | -2.7 | 1.0
C[C@@H]1C[C@@H]2O[C@H]2/C=C\C=C\C(=O)Cc2c(Cl)c(O)cc(O)c2C(=O)O1 | 36.6 | 1.3 | 4.6 | 0.131 | 26.0 | 1.2 | 83.0* | 4.0 | 1.7
O=C(O)c1ccc(-n2cccc2/C=C2/NC(=O)N(c3ccccc3)C2=O)cc1 | 1.4 | 4.0 | 6.7 | 1.62 | 42.6 | -3.0 | 0.5 | 2.5 | -13.1
O=c1cc(CO)oc(C(Nc2ccccn2)c2ccccc2Cl)c1O (stereo not drawn) | -0.1 | -21.2 | 0.7 | 0.0396 | -8.5 | 1.6 | 1.8 | -17.8 | 5.8
Cc1ccc(Nc2nnc(SCc3cc(=O)n4ccsc4n3)s2)c(C)c1 | -4.0 | -11.5 | 4.3 | -7.59* | 0.6 | 5.6 | -0.1 | -0.5 | 7.7
FC(F)(F)c1cccc(Cc2noc(CN3CCCCC3c3ccccn3)n2)c1 (stereo not drawn) | 1.0 | 2.1 | 9.3 | -2.26 | 18.0 | -6.9 | -0.6 | -2.5 | -3.3
COc1ccc(C(=O)N/N=C(/C)c2cccc(NC(=O)C(F)(F)F)c2)cc1 | 0.8 | -13.0 | 5.7 | -3.12 | 3.8 | -2.4 | 0.1 | 7.2 | ·
CN(Cc1cccs1)c1ncnc2sccc12 | -1.9 | -1.6 | 5.3 | 0.109 | 1.5 | -5.6 | 0.7 | -0.9 | 0.5
Cc1onc(-c2ccccc2Cl)c1C(=O)Nc1ccc(-c2cn3cccnc3n2)cc1 | -1.6 | -33.0 | -12.2 | -0.981 | 1.4 | -12.3 | 0.0 | -15.8 | -7.2
COC(=O)C1CC(O)CN1C(=O)NC1CCCCC1 (stereo not drawn) | 0.2 | -10.0 | -0.2 | 0.342 | 11.7 | 3.2 | 1.3 | -3.1 | 2.4
O=C(c1ccc(CS(=O)(=O)c2ccc(Br)cc2)o1)N1CCN(c2ccccn2)CC1 | -2.0 | -36.9 | 10.0 | 0.0636 | 0.5 | 2.6 | 0.6 | 6.6 | -1.0
CN1CCN(C(=O)CCC(=O)c2ccc(F)cc2)CC1 | -0.9 | -8.0 | 9.0 | 0.625 | 0.7 | 27.6 | -0.5 | -10.0 | ·
CCNC(=O)c1oc2c(c1C)C(=O)CC(C)(C)C2 | -0.5 | 2.3 | 6.2 | -0.645 | -4.8 | -5.1 | 0.5 | -0.3 | 2.6
CC1CCN(CCOc2ccc(OCc3ccccc3)cc2)CC1 | 1.6 | -2.7 | 5.5 | -0.849 | 4.6 | 0.1 | 0.5 | 2.9 | ·
Fc1ccc(N=c2ssnc2Cl)c(F)c1 | -0.9 | 5.3 | 2.8 | -0.403 | -13.1 | -11.2 | -0.4 | -3.1 | -6.8
O=C(Nc1cccnc1)c1ccc(Cl)c(S(=O)(=O)N2CCc3ccccc32)c1 | -7.6 | 8.4 | 1.0 | -1.23 | 16.0 | -2.7 | 0.0 | -3.5 | -25.0
Clc1cccc(Cl)c1/C=N/Nc1c(Cl)cncc1Cl | -12.8 | -3.0 | 6.1 | · | 6.0 | -6.8 | 0.3 | -0.9 | 5.4
CCn1c(CSc2nc3ccccc3s2)nnc1SCC(=O)OC(C)(C)C | -0.7 | 1.9 | 19.2 | -1.54 | -0.3 | 1.0 | 0.5 | 6.1 | 2.1
CCCn1c(=N)n(CC(O)COc2ccc(C)cc2)c2ccccc21 (stereo not drawn) | -2.7 | -3.9 | 4.4 | -0.681 | 6.5 | -3.9 | 0.4 | -2.7 | 3.4
COc1ccc(OC)c(Nc2nc(-c3ccc(O)c(O)c3)cs2)c1 | -17.5 | 2.2 | -3.6 | -1.17 | 10.0 | -2.3 | 71.8 | -2.4 | -1.1
COc1ccc(C(=O)NC(=O)COC(=O)C2COc3ccccc3O2)cc1 (stereo not drawn) | 0.1 | -10.0 | 2.5 | · | -1.8 | -6.0 | -0.5 | 0.0 | -7.4
Cn1c(=O)c2c(nc(Cc3ccccc3)n2C)n(C)c1=O | 0.3 | -9.6 | 4.9 | 0.13 | 2.9 | -8.2 | -0.1 | 1.5 | -8.9
COc1ccc(NC(=S)Nc2ccccc2F)c(OC)c1 | -4.1 | -29.5 | 7.0 | · | 0.5 | -5.4 | -0.2 | -5.3 | 4.5
O=C(Nc1nnc(CSCc2ccc(Cl)cc2)s1)c1cccc([N+](=O)[O-])c1 | 1.6 | 1.3 | 3.4 | -0.0244 | 3.6 | -6.2 | 2.0 | 5.4 | 2.1
COc1ccc(N(CC(=O)N2CCc3ccccc32)S(=O)(=O)c2c(C)n[nH]c2C)cc1 | -3.0 | -4.6 | 14.1 | -1.45 | 0.4 | -2.7 | 0.8 | -0.9 | -8.7
COc1ccc(C(=O)Nc2ccccc2-c2nnn(CC(=O)Nc3ccc4c(c3)OCCO4)n2)cc1 | -8.1 | -7.4 | 2.7 | · | 59.5* | -4.0 | -0.1 | -7.2 | -4.8
C=CCOc1ccc(/C=N/NC(=O)C(=O)Nc2ccccn2)cc1OC | 2.7 | -3.3 | 7.3 | 0.735 | 3.4 | -3.2 | 1.4 | 4.3 | -40.2
CCn1c(C(=O)NCc2cccnc2)cc2sc(Cl)cc21 | 1.5 | -0.4 | 12.0 | 0.421 | 1.7 | -2.9 | 0.9 | -0.4 | ·
CCc1ccc(Nc2ccc(C(N)=O)cc2[N+](=O)[O-])cc1 | -1.1 | -14.8 | 10.9 | -0.268 | 2.3 | 2.2 | 0.0 | 7.3 | -4.4
COc1cc(O)c(C(CC(=O)N2CCCCC2)c2ccc3c(c2)OCO3)c(OC)c1 (stereo not drawn) | 1.5 | -0.8 | 4.4 | -0.0913 | 25.9 | -7.4 | -0.2 | -1.6 | 6.3
CCOc1ccc(/C(O)=C2/C(=O)C(=O)N(c3ncccn3)C2c2ccc(C)cc2)cc1 (stereo not drawn) | 1.4 | -1.1 | 3.4 | -0.046 | 12.5 | -7.0 | 0.4 | 2.3 | 6.6
COc1ccc2nc(C)cc(SCC(=O)O)c2c1 | 0.3&-0.4 | 7.0&28.7 | 19.2&-7.7 | -0.00404 | -0.4&-0.8 | 0.1&29.3 | 0.3&0.5 | 9.4&8.1 | 8.8&3.8
CS(=O)(=O)N1CCN(CC2CC3C=CC2C3)CC1 (stereo not drawn) | -1.1 | -19.8 | 5.2 | -0.623 | 0.4 | 9.5 | 0.0 | 6.4 | -5.0
